# High-throughput results: PubChem, several laboratories
# NOD1 NF-kB reporter: inhibition of NOD1-driven NF-kB reporter – cell-based, luminescence, uHTS, primary screen (AID 1578); NOD1-driven NF-kB luciferase reporter cells, luminescence; higher % means a stronger effect; one-dose inhibition, % at 4 µM; EC50 in µM for titrated hits; 290,000 tested, 1% active; in the data active means inhibition mostly above about 36%, no sharp cut-off; inactive means mostly below about 34%;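 further: HEK-293T reporter cells stimulated with the NOD1 agonist gamma-tri-DAP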
# HIV peptide binding: cell-free HIV fusion peptide-binding blockers – biochemical, uHTS, fluorescence dequenching, primary screen (AID 1986) | one-dose inhibition, % at 20 µM; IC50 in µM for titrated hits | cell-free peptide binding, fluorescence dequenching, 30 min; higher % means a stronger effect | 290,000 tested, 0.3% active; in the data active means inhibition mostly above about 52%, no sharp cut-off; inactive means mostly below about 76%; further: some results filed as inactive read as strong as hits
# HEK293 NOD2/NF-kB: NOD2 signaling inhibitors, cell-based, luminescence, uHTS, HEK293 (AID 1566); HEK293 NOD2/NF-kB luciferase reporter, luminescence; higher % means a stronger effect; one-dose inhibition, % at 4 µM; EC50 in µM for titrated hits; 290,000 tested, 0.63% active; further: many of its hits are not listed in these tables
# GPR35 antagonists: GPR35 antagonists blocking zaprinast-driven arrestin recruitment, primary screen, imaging, U2OS, beta-arrestin-GFP, zaprinast agonist (AID 2058). U2OS GPR35 beta-arrestin-GFP translocation imaging, zaprinast antagonism; higher % means a stronger effect. inhibition, % at 10 µM; hits with a dose series show IC50 in µM. 290,000 tested, 0.052% active;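 active means inhibition of at least 50% with at least 30 cells and total cytoplasm GFP at most 10,000,000; inconclusive means under 30 cells or total GFP of 10,000,000 plus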
# KOR beta-arrestin-1: kappa opioid receptor activators – cell-based, luminescence, uHTS, primary screen (AID 1777); 280,000 tested, 0.02% active; activation, % at 10 µM; hits with a dose series show EC50 in µM; KOR beta-arrestin recruitment, luminescence; higher % means a stronger effect; in the data active means activation above about 50%, passing the limit was not always enough; further: a part of the inactive calls stands beside numbers as strong as those of hits
# KOR beta-arrestin-2: kappa opioid receptor blockers – cell-based, luminescence, uHTS (AID 1778) | KOR beta-arrestin recruitment, luminescence, antagonist mode; higher % means a stronger effect | inhibition, % at 10 µM; hits with a dose series show IC50 in µM | 290,000 tested, 0.091% active; further: strong numbers were not always called active
# GPR55 beta-arrestin: selective activators of receptor GPR55 – imaging, U2OS cells, beta-arrestin-GFP redistribution, primary screen (AID 1961); U2OS GPR55 beta-arrestin-GFP redistribution imaging; higher % means a stronger effect; one-dose activation, % at 10 µM; EC50 in µM for titrated hits; 290,000 tested, 0.048% active;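 active means activation above 40% with more than 50 cells counted in the well; inconclusive means wells holding fewer than 50 cells, flagged as toxic or sparse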;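 further: U2OS osteosarcoma cells stably expressing GPR55 and beta-arrestin-GFP; plate controls were DMSO negative control for no effect and LPI positive control for full effect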
# Myeloid diff 2: promotes myeloid progenitor differentiation. ER-HoxA9 myeloid progenitors, lysozyme-GFP differentiation, flow cytometry. calls only at 10 µM. 360,000 tested, 1% active;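 active means normalized GFP-positive differentiation at or above the plate's own cutoff, the solvent-only control mean plus 3 SD; inconclusive means no clear call, values can overlap the other calls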;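 further: cells exposed to compound for four days before flow analysis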
# GPR55 antagonists: GPR55 antagonists blocking LPI-driven arrestin recruitment, primary screen, imaging, U2OS, beta-arrestin-GFP, LPI agonist (AID 2013); one-dose inhibition, % at 10 µM; IC50 in µM for titrated hits; 290,000 tested, 0.13% active; U2OS GPR55 beta-arrestin-GFP translocation imaging, LPI antagonism; higher % means a stronger effect;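 active means spots per cell inhibited over 60%, with over 100 cells counted and total cytoplasm intensity under 500,000; inconclusive means wells with under 100 cells, flagged as likely toxic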;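 further: U2OS cells stably carrying GPR55 and arrestin-GFP stimulated by 5 µM LPI near EC80; imaged beta-arrestin-GFP aggregate spots per cell after agonist stimulation; plate controls were LPI-stimulated DMSO wells for no effect and DMSO wells without LPI for full effect; some results filed as inactive read as strong as hits; confirmed hits need IC50 under 10 µM and bright autofluorescent wells are also inconclusive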
# Myeloid diff 2 GFP+ MAC1+ %: further read-out of Myeloid diff 2, marked with its call; GFP+ MAC1+ double positive, %; measured here: differentiation confirmed by MAC1 staining
# * = called active by the depositor; i = inactive; u = inconclusive; x = no result given; + = active, no number; [ ] = dose if it differs, or a comment. Unless noted, no stated cut-off is given here; in the data, active means inhibition above about 50%; inactive means the rest.
no.	canonical_smiles	NOD1 NF-kB reporter	HIV peptide binding	HEK293 NOD2/NF-kB	GPR35 antagonists	KOR beta-arrestin-1
1	C=CCN1C(=O)N/C(=C/c2ccc(N3CCOCC3)o2)C1=O	-20.9%	5.7%	-28.4%	4.1%	2.4%
2	CN(Cc1ccccc1)c1nc(N)c([N+](=O)[O-])c(Nc2cccc(F)c2)n1	-10.7%	2.9%	11.0%	-8.8%	-4.4%
3	Cc1ccc(NC(=S)NC(=O)c2sc3ccccc3c2Cl)c(C(=O)O)c1	-28.2%	3.6%	-13.8%	-5.0%	-3.9%
4	CN(CCc1cnn(C)c1)Cc1nc(CC2CC2)no1	-33.1%	-0.5%	-8.3%	2.9%	-5.8%
5	N=c1sccn1CC(=O)Nc1cc(S(=O)(=O)N2CCCC2)ccc1Cl	-23.4%	0.7%	4.5%	-2.5%	-1.0%
6	Cc1c(Cl)ccc2c1NC(=O)[C@]21N[C@@H](CCC(N)=O)[C@H]2C(=O)N(c3ccc(F)cc3)C(=O)[C@H]21	6.8%	-1.5%	0.9%	9.8%	18.9%
7	O=C(NCc1ccccc1)C(c1cccnc1)N(C(=O)c1csnn1)c1ccccc1 (stereo unspecified)	-10.3%	1.2%	-7.3%	0.6%	3.3%
8	CCOC(=O)c1[nH]c(C)c(C(=O)c2ccc(C)cc2)c1C	-26.2%	-0.7%	-6.0%	13.6%	-7.6%

no.	KOR beta-arrestin-2	GPR55 beta-arrestin	Myeloid diff 2	Myeloid diff 2 GFP+ MAC1+ %	GPR55 antagonists
1	-1.5%	0.2%	x	x	-2.3%
2	4.9%	0.3%	i	0.8	-5.2%
3	-124.4%[20 µM]	0.2%	x	x	18.7%
4	13.4%	-0.2%	i	0.5	-4.5%
5	-3.9%	-0.2%	i	0.3	7.7%
6	-6.7%	-0.4%	i	0.7	0.0%
7	-36.9%	-0.2%	i	0.5	-13.3%
8	-62.1%	-0.2%	u	x	3.0%

# New compounds follow
no.	canonical_smiles	NOD1 NF-kB reporter	HIV peptide binding	HEK293 NOD2/NF-kB	GPR35 antagonists	KOR beta-arrestin-1
9	Cc1nccc(-c2sc(-c3cccs3)nc2C)n1	-2.8%	-0.1%	-28.3%	-1.3%	-1.2%
10	CC(=O)Nc1sc2c(c1C(c1ccccc1Cl)N1CCN(CCO)CC1)CCCC2 (stereo unspecified)	-16.5%	-1.3%	7.4%	-8.2%	-11.2%
11	CN(CCNC(=O)C1CCCN(c2ncnc3c2nc2n3CCCCC2)C1)Cc1ccccc1 (stereo unspecified)	-22.5%	-0.2%	-6.5%	-10.7%	-6.2%
12	O=C(NCCN1CCCC1)c1ccc(CS(=O)(=O)c2c(Cl)cccc2Cl)o1	13.2%	0.8%	9.5%	-3.2%	8.9%
13	COc1ccccc1CN1CCN(Cc2nc(-c3cccs3)no2)CC1	-31.4%	-0.4%	-13.3%	-13.3%	-2.7%
14	O=C(O)CSc1nnc(-c2ccncc2)n1CCc1ccccc1	-6.2%	-0.2%	18.6%	-1.4%	-4.7%
15	COc1ccc(NC(=O)/C(C#N)=C/c2ccc(Sc3nncn3C)c([N+](=O)[O-])c2)cc1	20.5%	-2.0%	-16.6%	-11.1%	0.1%
16	COc1ccc(S(=O)(=O)N(C)CC(=O)N2CCOCC2)cc1Cl	12.1%	0.1%	-17.1%	-15.1%	1.9%

no.	KOR beta-arrestin-2	GPR55 beta-arrestin	Myeloid diff 2	Myeloid diff 2 GFP+ MAC1+ %	GPR55 antagonists
9	22.2%	-0.2%	i	1.1	10.4%
10	-4.7%	0.2%	+	5.6*	14.3%
11	-33.8%	-0.3%	u	x	0.9%
12	-4.7%	-0.2%	i	2.1	-18.5%
13	-16.7%	0.3%	i	1.2	8.6%
14	-27.2%	0.2%	i	3.8	10.6%
15	-21.5%	2.6%	i	0.1	-8.0%
16	-30.9%	0.4%	i	0.9	2.2%

# Other compounds
no.	canonical_smiles	NOD1 NF-kB reporter	HIV peptide binding	HEK293 NOD2/NF-kB	GPR35 antagonists	KOR beta-arrestin-1
17	O=C(NC1CCCCC1)N1CCCC(c2nc3ccccc3[nH]2)C1 (stereo unspecified)	-11.2%	-0.9%	7.9%	-2.4%	-1.4%
18	CCn1c(SCC(=O)OC)nnc1-c1c[nH]c2ccccc12	7.0%	-0.3%	17.2%	4.8%	-2.2%
19	COc1ccccc1CNC(=O)C1CCN(C(=O)c2sccc2-n2cccc2)CC1	-18.4%	1.6%	23.1%	13.3%	-4.3%
20	COC(=O)c1c(N2C(=O)CCC2=O)sc2c1CCCC2	5.6%	-2.8%	0.7%	6.4%	-2.0%
21	Cc1cc(C)n(CCSCC(=O)O)n1	-17.1%	1.7%	7.0%	12.7%	-3.3%
22	COc1cc(NC(=S)NC(=O)c2ccc(C(C)(C)C)cc2)ccc1NC(=O)c1cccs1	-5.9%	1.4%	22.8%	-7.0%	-7.5%
23	CCCc1ccc(C#N)c(SC2CC(=O)N(c3ccc(OC)cc3)C2=O)n1 (stereo unspecified)	-31.3%	7.3%	1.9%	-2.2%	x
24	CCOc1ccccc1C(=O)Nc1nccs1	3.4%	13.9%	6.7%	-13.9%	8.4%

no.	KOR beta-arrestin-2	GPR55 beta-arrestin	Myeloid diff 2	Myeloid diff 2 GFP+ MAC1+ %	GPR55 antagonists
17	-4.9%	-0.2%	i	10.8	14.7%
18	26.7%	-0.1%	i	0.0	-0.9%
19	-14.5%	-0.2%	i	0.8	16.9%
20	-38.6%	-0.1%	i	1.2	9.8%
21	-18.1%	0.3%	i	1.6	2.4%
22	28.7%	-0.6%	i	0.1	9.6%
23	-10.0%[20 µM]	-0.1%	i	0.0	9.2%
24	3.5%	-0.3%	i	0.6	-6.9%

# Reprinted from the part before: 4 entries, then new ones.
no.	canonical_smiles	NOD1 NF-kB reporter	HIV peptide binding	HEK293 NOD2/NF-kB	GPR35 antagonists	KOR beta-arrestin-1
21	Cc1cc(C)n(CCSCC(=O)O)n1	-17.1%	1.7%	7.0%	12.7%	-3.3%
22	COc1cc(NC(=S)NC(=O)c2ccc(C(C)(C)C)cc2)ccc1NC(=O)c1cccs1	-5.9%	1.4%	22.8%	-7.0%	-7.5%
23	CCCc1ccc(C#N)c(SC2CC(=O)N(c3ccc(OC)cc3)C2=O)n1 (stereo unspecified)	-31.3%	7.3%	1.9%	-2.2%	x
24	CCOc1ccccc1C(=O)Nc1nccs1	3.4%	13.9%	6.7%	-13.9%	8.4%
25	O=C1NC(Cc2c[nH]c3ccccc23)C(=O)N1CCOc1ccccc1 (stereo unspecified)	-7.1%	1.6%	21.3%	7.3%	-3.3%
26	O=C(NC1CCCC1)c1ccc(CN2CCOCC2)cc1	1.2%	0.6%	-6.2%	1.0%	3.6%
27	c1ccc(-c2nnc(-c3ccco3)n2-c2ccccc2)cc1	-21.0%	2.0%	11.6%	11.4%	3.1%
28	CC(C)Oc1ccccc1/C=N/NC(=O)C1CCCC1	-19.9%	-0.6%	6.4%	-2.4%	-1.4%
29	Cc1[nH]c(=O)[nH]c(=O)c1CSCC(=O)OCC(=O)Nc1ccccn1	-13.6%	-0.6%	-4.8%	3.8%	-2.7%
30	Cc1ccccc1NC(=O)c1ccccc1NC(=O)c1ccco1	-27.2%	-2.0%	7.0%	-6.8%	-3.4%
31	CCOC(=O)C(Sc1nn(C)c(=S)s1)C(C)=O (stereo unspecified)	2.5%	0.3%	9.9%	6.4%	-0.2%
32	O=C(O)c1ccccc1Nc1ccc([N+](=O)[O-])c2nonc12	-0.1%	-3.1%	1.7%	-0.8%	-16.1%

no.	KOR beta-arrestin-2	GPR55 beta-arrestin	Myeloid diff 2	Myeloid diff 2 GFP+ MAC1+ %	GPR55 antagonists
21	-18.1%	0.3%	i	1.6	2.4%
22	28.7%	-0.6%	i	0.1	9.6%
23	-10.0%[20 µM]	-0.1%	i	0.0	9.2%
24	3.5%	-0.3%	i	0.6	-6.9%
25	-28.1%	-0.1%	i	0.6	5.8%
26	-33.0%	0.2%	i	1.5	-8.5%
27	1.4%	0.1%	i	0.6	-5.4%
28	8.4%	0.7%	i	0.7	4.9%
29	15.8%	-0.1%	i	0.3	3.9%
30	7.4%	0.2%	i	0.4	3.7%
31	30.0%	0.0%	i	0.7	-5.5%
32	30.6%	-0.1%	i	0.9	8.1%

# (further entries)
no.	canonical_smiles	NOD1 NF-kB reporter	HIV peptide binding	HEK293 NOD2/NF-kB	GPR35 antagonists	KOR beta-arrestin-1
33	COc1cc2c(cc1OC)CN(C(=O)COc1ccc(C#N)cc1)CC2	10.0%	-1.4%	18.9%	-16.8%	-3.1%
34	Cn1c(=O)[nH]c(=O)c2c1nc(Sc1nc3ccccc3s1)n2Cc1ccccc1	8.6%	-2.4%	1.1%	13.4%	-8.3%
35	CN(C[C@H](Cc1ccccc1)N(C[C@H](Cc1ccccc1)N(CCc1cc(C(F)(F)F)cc(C(F)(F)F)c1)N=O)N=O)N=O	-17.0%	1.4%	-14.2%	-0.8%	-2.8%
36	CCc1cc2c(=O)c(Oc3ccccc3)c(C)oc2cc1O	-7.3%	-1.2%	12.5%	17.2%	1.8%
37	O=C(O)/C=C/c1ccc2noc(-c3ccccc3)c2c1	26.3%	10.9%	-9.1%	1.4%	-0.3%
38	CCOC(=O)c1cccc(NC(=O)Cn2cnc3c2c(=O)n(C)c(=O)n3C)c1	-4.7%	0.5%	19.9%	-19.3%	x
39	Cc1csc(SCC(=O)N2CCCC2)n1	-26.5%	0.7%	5.5%	-8.2%	0.9%
40	O=S(=O)(c1ccc(Oc2ccc(Cl)cc2)c(S(=O)(=O)N2CCCCC2)c1)N1CCCCC1	25.6%	-0.9%	27.2%	10.5%	2.1%
41	COc1cc(C(=O)NCCC(=O)NCc2c(F)cc(F)cc2F)cc(OC)c1OC	-15.7%	0.1%	18.1%	13.5%	-1.1%

no.	KOR beta-arrestin-2	GPR55 beta-arrestin	Myeloid diff 2	Myeloid diff 2 GFP+ MAC1+ %	GPR55 antagonists
33	14.3%	-0.2%	i	2.9	1.3%
34	30.3%	0.2%	i	0.9	-16.3%
35	-14.9%	0.3%	i	1.8	8.4%
36	-24.3%	-0.2%	i	1.9	-4.4%
37	-70.1%[20 µM]	0.1%	i	0.3	-18.9%
38	x	-0.2%	i	0.3	1.5%
39	-14.4%	-0.1%	i	0.8	-1.6%
40	-10.3%	-0.1%	i	0.6	12.9%
41	-13.4%	-0.1%	i	2.3	7.1%

# An excerpt; count on the stated rates, not on these rows.
